High-throughput results: PubChem, The Scripps Research Institute Molecular Screening Center
CCHF vOTU inh – CCHFV vOTU protease inhibition. Pep-AMC fluorescence. inhibition, % at 11.5 µM. 370,000 tested, 0.55% active. AID 651958; in the data active = inhibition above about 30%; note: 0% = vehicle wells with enzyme and 100% = no enzyme wells
* = called active by the depositor.

SMILES	CCHF vOTU inh
CCOC(=O)Cc1nc(N2CCN(C=O)CC2)c2c(C)c(C(=O)OCC)sc2n1	4
COC(=O)C1CN(Cc2ccc(OC)cc2)CCS(=O)(=O)N1Cc1cn(Cc2ccc(Cl)cc2)nn1 (stereo unspecified)	6
CC(=O)c1cc(-c2cccc(Cl)c2O)c(=O)n2c1CCC2	-2
O=C(C1CCCN1S(=O)(=O)c1ccc([N+](=O)[O-])cc1)N1CCc2ccccc2C1 (stereo unspecified)	3
C=CC[C@H]1c2ccccc2[C@H]2N3N=Cc4ccccc4[C@H]3[C@H](CCCC)C(=O)N2N1C(=O)c1ccccc1	1
CC(C)CC(=O)N1CCc2cc(S(=O)(=O)N(C)Cc3ccco3)ccc21	9
COc1ccc(C(=O)C2(C(=O)NC3CCCC3)CC(c3ccccc3C(F)(F)F)=NO2)cc1 (stereo unspecified)	0
COc1ccccc1NC(=O)OC1CCC12CCCCC2 (stereo unspecified)	2
O=S1(=O)CC2c3ccccc3CCN2CN1Cc1ccccc1 (stereo unspecified)	-7
CCCCNC(=O)C[C@H]1C[C@@]2(C(=O)OC)C(=C[C@H](C3CCCC3)O[C@@H]2C)N(Cc2ccc(Cl)cc2Cl)C1=O	18
CN1C(=O)[C@@](O)(c2cccn2C)c2cc(Cl)ccc21	4
CCC(NC(=O)OCc1ccccc1)P(=O)(Oc1ccccc1)Oc1ccccc1 (stereo unspecified)	10
C=CCN1C(=O)[C@@H](CC(=O)NCc2cccs2)[C@]2(C(=O)OCC)CCCCC/C=C/12	0
O=C(CCn1nnc2ccccc21)N1CCN(c2ccc(F)cc2)CC1	-6
COc1ccc2c(c1)CCCN2C(=O)C1CCCN(S(=O)(=O)c2cccc3cccnc23)C1 (stereo unspecified)	-2
COC(=O)C[C@@H]1CC[C@@H]2[C@@H](COc3ccc(NC(=O)Nc4ccc(F)c(F)c4)cc3C(=O)N2C)O1	-2
COC(=O)[C@]12C[C@H](CC(=O)N3CCN(C(=O)c4ccco4)CC3)C(=O)N(Cc3ccc(Cl)cc3Cl)C1=C[C@H](C1CCCC1)O[C@@H]2C	11
COC(=O)[C@]12C[C@H](CC(=O)NCCCCc3ccccc3)C(=O)N(Cc3cccc4ccccc34)C1=C[C@H](C(C)C)O[C@@H]2C1CC1	29
COc1ccccc1N1CCN(S(=O)(=O)c2ccc3c(c2)CCC(=O)N3)CC1	0
CCCCCCCCN1C(=O)[C@@H](CC(=O)NCc2cccs2)C[C@@]2(C(=O)OC)C1=C[C@H](COCc1ccccc1)O[C@@H]2C	23
CCOc1ccc(-n2c(SCC(=O)Nc3ccc(S(=O)(=O)Nc4cc(C)nc(C)n4)cc3)nnc2-c2cccc(C)c2)cc1	6
COc1ccc(CCNS(=O)(=O)c2c(C)n[nH]c2C)cc1	-5
CC1CC(C)CN(C(=O)C2CCN(c3cncnc3)CC2)C1 (stereo unspecified)	-5
COc1ccc(S[C@]2(C(=O)N(C)C)CC(=O)N(c3ccc(C#N)cc3)[C@@H]2c2ccc(OC)cc2)cc1	0
O=C(CSc1nc2ccccc2c(=O)n1-c1ccc(Cl)cc1)NNC(=S)Nc1ccccc1	8
C[C@H]1CCCC(=O)N[C@@H](c2ccccc2)[C@@H](C)CCCC(=O)N[C@H]1c1ccccc1	-6
CCOC(=O)[C@@]12CCCC=C1N(CCc1ccc(Cl)cc1)C(=O)[C@H]2CC(=O)NCc1cccc2ccccc12	16
O=C(CSc1nnc(-c2ccccn2)n1-c1ccccc1)Nc1ccc(OCc2ccccc2)cc1	19
Cc1ccc(CN2CCCCC(NC(=O)c3ccc(F)c(F)c3)C2=O)cc1 (stereo unspecified)	4
O=C(Cc1ccccc1)NC1CCCCN(Cc2cccc(Cl)c2)C1=O (stereo unspecified)	9
COc1cccc(NC(=O)Nc2nc3ncccn3c2-c2ccc(C)cc2)c1	-8
COC(=O)C1CN(Cc2cn(Cc3ccc(OC)cc3)nn2)CCS(=O)(=O)N1Cc1ccc(F)cc1 (stereo unspecified)	-1
Cc1cc(NS(=O)(=O)c2ccc(NC(=O)Cc3ccc(Cl)c(F)c3)cc2)no1	1
O=C(OCc1cn(Cc2cccc(C(F)(F)F)c2)nn1)N1CCOCC1	-3
FC(F)(F)Oc1cccc(Cn2ccc3ccc(-c4ccc5ccn(Cc6ccccc6)c5c4)cc32)c1	20
COC(=O)C1CN(Cc2ccccc2)CCS(=O)(=O)N1Cc1cn(Cc2ccc(F)cc2)nn1 (stereo unspecified)	0
O=S1(=O)c2c(cccc2N2CCSCC2)Oc2ccccc2CN1Cc1cn(Cc2ccccc2C(F)(F)F)nn1	-2
COc1ccc(C(=O)OCCCN(C)C2CN(Cc3cn(Cc4ccc([N+](=O)[O-])cc4)nn3)S(=O)(=O)C2)cc1OC (stereo unspecified)	7
O=C(Nc1ccncc1)c1cc(-c2ccc(Cl)cc2)nc2ccccc12	10
S=C(NCc1cccc(Cl)c1)OC1CCC12CCC(c1ccccc1)CC2 (stereo unspecified)	6
CN(CCO)c1cccc2c1S(=O)(=O)N(Cc1cn(Cc3ccc(Cl)cc3)nn1)Cc1ccccc1O2	3
CC(C)C[C@H]1COc2cc(Br)ccc2S(=O)(=O)N1Cc1cn(Cc2ccc(F)cc2)nn1	-4
COc1cccc(C(=O)n2ccc3ccc(-c4ccc5ccn(Cc6ccc(C#N)cc6)c5c4)cc32)c1	5
CCCCNC(=O)C[C@H]1C[C@@]2(C(=O)OC)C(=C[C@H](COCc3ccccc3)O[C@@H]2C)N(Cc2cccc3ccccc23)C1=O	4
C=CCN1C(=O)[C@H](CC(=O)N2CCN(C(=O)OCC)CC2)[C@@]2(C(=O)OCC)CCCC=C12	-1
COc1ccc(CN2CN3Cc4cc(F)ccc4C3CS2(=O)=O)cc1 (stereo unspecified)	-8
CN(CCCOC(=O)c1cc2ccccc2o1)C1CN(Cc2cn(Cc3ccccc3C(F)(F)F)nn2)S(=O)(=O)C1 (stereo unspecified)	7
C=CCn1c(SCC(=O)OC(C)C)nnc1-c1ccc(C)cc1	-6
Cc1ccc(-n2c(SCC(=O)Nc3ccc(OCc4ccccc4)cc3)nnc2-c2cnccn2)cc1	25
O=C(Nc1c(-c2ccc(F)c(F)c2)nc2ncccn12)C1CC1	-57

More results:
SMILES	CCHF vOTU inh
CN1C/C(=C/c2ccccc2)N2C(=O)C[C@@H](c3ccccc3)N=C12	0
C=CCN1[C@H](CC(C)C)COc2cccc(F)c2S1(=O)=O	10
c1ccc(CNC2CCC23CCC(c2ccccc2)CC3)cc1 (stereo unspecified)	4
Cc1n[nH]c(C)c1S(=O)(=O)NCCc1c[nH]c2ccccc12	-5
O=C(CSc1nnc(-c2ccccn2)n1-c1ccc(Cl)cc1)Nc1ccc2c(c1)OCCO2	-2
CCCCOCCCNC(=O)C[C@H]1C[C@@]2(C(=O)OC)C(=C[C@H](C(C)C)O[C@@H]2C2CC2)N(CCc2ccc(OC)c(OC)c2)C1=O	13
CC(C)(C)c1ccc(S(=O)(=O)N2CCC(C(=O)NCCC3=CCCCC3)CC2)cc1	16
COC(=O)C1CN(C2CC2)CCS(=O)(=O)N1Cc1cn(Cc2ccc(C)cc2)nn1 (stereo unspecified)	1
O=C(C1CCN(c2ncnc3c2sc2cccc(F)c23)CC1)N1CCN(C(=O)C2CCCO2)CC1 (stereo unspecified)	-8
CC(C)C[C@@H]1COc2cc(Br)ccc2S(=O)(=O)N1Cc1cn(CCC2OCCO2)nn1	-5
O=C(OC12CCCN(C1)/C(=C/c1ccc(Cl)cc1)C2)C1CCCC1 (stereo unspecified)	11
COc1ccc(CCC[C@H](CCC(=O)N(c2ccccc2)c2ccccc2)CCc2ccccc2)cc1	6
C=Cc1ccc(C(=O)Nc2nnc(-c3cccnc3)s2)cc1	2
CCOC(=O)[C@]12CCCC3=C1N(CCC3)C(=O)[C@@H](CC(=O)N1CCCCC1)C2	6
CC(=O)CC[C@H]1CC[C@]2(CCCN(S(=O)(=O)C3CCCCC3)C2)O1	0
Cc1ccc(-n2c(SCC(=O)NN=Cc3ccc(-c4ccccc4)cc3)nnc2-c2ccccc2)cc1	1
Cc1c(C(=O)N/N=C/c2ccccc2Cl)[nH][nH]c1=O	-1
O=C(CN1CCN(Cc2ccccc2)CC1)N/N=C\c1c2ccccc2cc2ccccc12	8
CCCC[C@H](C(=O)N(C)c1ccccc1)[C@@H](O)c1ccc(C(C)=O)cc1	7
C[C@@H]1COc2cc(Br)ccc2S(=O)(=O)N1Cc1cn(Cc2ccccc2)nn1	-1
COc1cccc(NC(=O)C2CCCN2C(=O)Nc2ccc(Cl)cc2)c1 (stereo unspecified)	-4
O=C(Nc1ccc(Br)cc1)OC1CC2CC1[C@H]1CCCCN1C2 (stereo partly specified)	-8
Cc1cc(NS(=O)(=O)c2ccc(NC(=O)CSc3nnc(-c4ccccn4)n3Cc3ccco3)cc2)nc(C)n1	0
O=S1(=O)c2ccc(Br)cc2OC[C@H](Cc2ccccc2)N1Cc1cn(Cc2ccc(Cl)cc2)nn1	4
O=C(OC12CCCN(C1)/C(=C/c1cccnc1)C2)c1ccco1 (stereo unspecified)	2
CC(C)CN1C(=O)C[C@@]2(C(=O)N(C)c3ccc(NC(=O)C(C)(C)C)cc32)C1c1ccccc1 (stereo partly specified)	1
Cc1cccc(NC(=O)OC2CC3CC2[C@H]2CCCCN2C3)c1 (stereo partly specified)	-8
CC(=O)N1CCc2cc(Br)c(S(=O)(=O)CCC(=O)N3CCN(c4ccccn4)CC3)cc21	-1
C=C1[C@@H]2CC[C@H]3[C@]4(C)[C@@H](O)CC[C@@](C)(C(=O)OC)[C@H]4C[C@H](O)[C@]3(C2)[C@H]1O	-2
O=c1c2cc3cc(Cl)ccc3nc2ncn1CCc1c[nH]c2ccccc12	15
COC(=O)[C@]12C[C@H](CC(=O)N3CCCC3)C(=O)N(CCC3=CCCCC3)C1=C[C@H](C(C)C)O[C@@H]2C1CC1	11
C=CCn1c(Cc2cccs2)nnc1SCC(=O)Nc1ccc(C)cc1	1
CN(CCc1ccccc1)C(=O)Cn1nc(-c2ccccc2)ccc1=O	-6
C#CCNC(=O)C[C@H]1C[C@@]2(C(=O)OC)C(=C[C@H](C3CCCC3)O[C@@H]2C)N(Cc2ccco2)C1=O	6
CCC[C@H](/C=C/C(=O)OC(C)(C)C)Sc1ccc(N)cc1	18
CCOC(=O)[C@]12CCCCC/C=C\1N(Cc1ccc(OC)cc1)C(=O)[C@H]2CC(=O)N1CCOCC1	0
CC(C)(C)OC(=O)NCc1cc(F)ccc1/C=C/S(=O)(=O)NC1CCCC1	23
O=C(NC1CCc2ccccc21)c1cc(-c2ccc(Cl)cc2)nc2ccccc12 (stereo unspecified)	-1
COc1cc(-c2nnc(SCC(=O)NN=Cc3c[nH]c4ccccc34)n2-c2ccccc2)cc(OC)c1OC	12
CCCCNC(=O)C[C@@H]1C[C@]2(C(=O)OCC)CCC3=C2N(CCC3)C1=O	5
COc1cccc(N2CCN(CC(=O)NCc3ccc(Cl)cc3)CC2)c1	9
Cc1cc(C)nc(N2CCC(C(=O)N(C)CCc3ccccn3)CC2)n1	-1
C=CCOC(=O)N[C@H](c1cccc(OC)c1)[C@H](C)/C=C/CC(=O)OC	5
COC(=O)[C@]12C[C@H](CC(=O)NCc3ccc(C)o3)C(=O)N(CCc3ccc(OC)c(OC)c3)C1=C[C@H](C(C)C)O[C@@H]2C1CC1	1
COC(=O)[C@]12C[C@H](CC(=O)NCCCCc3ccccc3)C(=O)N(Cc3cccc4ccccc34)C1=C[C@H](COCc1ccccc1)O[C@@H]2C	5
CC(C)CN1C(=O)C[C@]2(C(=O)N(C)c3ccc(NC(=O)C(F)(F)F)cc32)C1c1ccccc1 (stereo partly specified)	-3
CCCCCCCCNS(=O)(=O)CC1NCc2cc(F)ccc21 (stereo unspecified)	12
CC(=O)O[C@@H]1CCC[C@@]2(C(=O)N(Cc3ccccc3)c3ccc(-c4c(C)noc4C)cc32)[C@H]1NC(=O)CCc1ccccc1	13
CCOC(=O)[C@]12CCCC=C1N(CCCOC)C(=O)[C@@H]2CC(=O)N1CCCC1	13
CCCCCCCCN1C(=O)[C@@H](CC(=O)NCCCOC)C[C@@]2(C(=O)OC)C1=C[C@H](COCc1ccccc1)O[C@@H]2C	15
C[C@H]1CCC[C@@H](O)CC(=O)c2c(O)cc(O)cc2CC(=O)O1	3
COc1ccc(C(=O)OCCCN(C)C2CN(Cc3cn(Cc4ccccc4C(F)(F)F)nn3)S(=O)(=O)C2)cc1OC (stereo unspecified)	3
CCN(CC)C(=O)CC[C@@H]1CC[C@]2(CCCN(Cc3ccccn3)C2)O1	2

By substructure: the compounds so far with an aryl thioether with sulfur outside any ring
SMILES	CCHF vOTU inh
CCOc1ccc(-n2c(SCC(=O)Nc3ccc(S(=O)(=O)Nc4cc(C)nc(C)n4)cc3)nnc2-c2cccc(C)c2)cc1	6
COc1ccc(S[C@]2(C(=O)N(C)C)CC(=O)N(c3ccc(C#N)cc3)[C@@H]2c2ccc(OC)cc2)cc1	0
O=C(CSc1nc2ccccc2c(=O)n1-c1ccc(Cl)cc1)NNC(=S)Nc1ccccc1	8
O=C(CSc1nnc(-c2ccccn2)n1-c1ccccc1)Nc1ccc(OCc2ccccc2)cc1	19
C=CCn1c(SCC(=O)OC(C)C)nnc1-c1ccc(C)cc1	-6
Cc1ccc(-n2c(SCC(=O)Nc3ccc(OCc4ccccc4)cc3)nnc2-c2cnccn2)cc1	25
O=C(CSc1nnc(-c2ccccn2)n1-c1ccc(Cl)cc1)Nc1ccc2c(c1)OCCO2	-2
Cc1ccc(-n2c(SCC(=O)NN=Cc3ccc(-c4ccccc4)cc3)nnc2-c2ccccc2)cc1	1
Cc1cc(NS(=O)(=O)c2ccc(NC(=O)CSc3nnc(-c4ccccn4)n3Cc3ccco3)cc2)nc(C)n1	0
C=CCn1c(Cc2cccs2)nnc1SCC(=O)Nc1ccc(C)cc1	1
CCC[C@H](/C=C/C(=O)OC(C)(C)C)Sc1ccc(N)cc1	18
COc1cc(-c2nnc(SCC(=O)NN=Cc3c[nH]c4ccccc34)n2-c2ccccc2)cc(OC)c1OC	12

Only part of the results is shown; count on the stated rates, not on these rows.
